influenza NS1A = NS1A inhibition, H1N1 influenza, cell based functional assay (AID 504329); NS1A functional cell-based assay, percent inhibition; higher % means a stronger effect; inhibition, % at 12.5 µM; hits with a dose series show IC50 in µM; 340,000 compounds, 0.3% hits; in the data active = a potency from the dose series; inconclusive = inhibition above about 27% without an active follow-up result; note: strong numbers were not always called active
M. tuberculosis = growth inhibition of non-replicating M. tuberculosis (AID 488890); Mycobacterium tuberculosis non-replicating, growth inhibition; higher % means a stronger effect; one-dose inhibition, % at 25 µM; IC50 in µM for titrated hits; 320,000 compounds, 0.39% hits; in the data active = a potency from the dose series; inconclusive = inhibition mostly from about 82% at the one dose, without a potency; inactive = the rest, 99 in 100 with inhibition below about 76%;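 note: plate controls were DMSO cells for no effect and high antibiotic wells for full effect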
PhoP GFP inhibition = Inhibition of PhoP regulon, Salmonella typhi GFP reporter cells, confirmation, 4 h (AID 1850). Salmonella Typhi PhoP-promoter GFP reporter, fluorescence, 4 h; higher % means a stronger effect. one-dose inhibition, % at 50 µM; IC50 in µM for titrated hits. 310,000 compounds, 0.33% hits; in the data active = a potency from the dose series; inconclusive = inhibition mostly from about 25% at the one dose, without a potency; inactive = the rest, 99 in 100 with inhibition below about 19%;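 note: 0% = induced wells with vehicle and 100% = uninduced wells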
M. tuberculosis HTS = M. tuberculosis growth inhibition, HTS (AID 449762); one-dose inhibition, % at 25 µM; IC50 in µM for titrated hits; M. tuberculosis H37Rv growth inhibition, 7H9 media; higher % means a stronger effect; 330,000 compounds, 0.59% hits; in the data active = a potency from the dose series; inconclusive = inhibition above about 70% without an active follow-up result;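 note: bacterial growth assessed after seven days of incubation; strong numbers were not always called active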
VEEV TC-83 Vero = inhibitors of VEEV TC-83 cytopathic effect, confirmation, Vero cells (AID 588727); Vero cells, VEEV TC-83 cytopathic effect inhibition; higher % means a stronger effect; inhibition, % at 20 µM; hits with a dose series show IC50 in µM; 350,000 compounds, 0.13% hits; in the data active = a potency from the dose series; inconclusive = inhibition mostly from about 14% at the one dose, without a potency; inactive = the rest, 99 in 100 with inhibition below about 12%; note: strong numbers were not always called active
VEEV TC-83 Vero 10K pilot screen = also measured in VEEV TC-83 Vero; calls as there; inhibition, %; measured here: 10K pilot screen inhibition
* hit, by the source's call; i = inactive; ? = inconclusive; . = not tested or not shown. The order is random, and some 1.5% of all compounds hit somewhere here.

Sample of the layout:
SMILES	influenza NS1A	M. tuberculosis	PhoP GFP inhibition	M. tuberculosis HTS	VEEV TC-83 Vero	others
CCc1cc(C(=O)c2ccc(C)cc2)c(NC(=O)CCl)s1	3%	?	-7%	?	9.5%
Cc1ccc(/C=N/c2sc(Cc3ccccc3)c(C)c2C(N)=O)o1	2%	-2%	-9%	-6%	1.1%
CC1Oc2ccccc2N(Cc2ccccc2Cl)C1=O (centres undefined)	-1%	16%	0%	7%	3.0%
CCOc1ccc(-c2nnn(CC(=O)NCc3ccc(F)cc3)n2)cc1OCC	-2%	9%	-18%	-11%	0.9%
CCN1CCN(c2ccc(S(=O)(=O)N3CCCCC3)cc2NC(=O)/C=C/c2ccc(OC(F)F)cc2)CC1	20%	54%	1%	?	i
COc1ccc(CNC(=O)OCc2nccnc2C(=O)Nc2ccc(Br)cn2)cc1	-4%	6%	-12%	13%	0.3%
NC(=S)Nc1ccc(Cl)c(Cl)c1	-2%	?	3%	?	2.4%
CN(C)S(=O)(=O)c1ccc(NC(=O)C2COc3ccccc3O2)cc1 (centres undefined)	9%	18%	11%	6%	0.4%
c1ccc2c(COn3nnc4ccccc43)cccc2c1	-2%	13%	2%	2%	i
N#C/C(=C\c1ccccc1)C(=O)N1CCN(c2ccccc2F)CC1	-3%	11%	7%	1%	0.5%
CCOc1cccc(NC(=O)CSc2nncn2N)c1	-4%	2%	-1%	0%	i
CN(C)/C=C(/C(=O)c1ccc(Cl)cc1)S(C)(=O)=O	-4%	-9%	-11%	-1%	0.5%
Cc1ccc(S(=O)(=O)N2CCOCC2)cc1NC(=O)CSc1ccccn1	-3%	16%	-2%	-4%	0.1%
O=C(NCCCc1ccccn1)C1CCC(=O)N(Cc2cccc(F)c2)C1 (centres undefined)	-1%	-16%	5%	-6%	0.9%
COc1ccc(C(=O)Nc2cc(S(=O)(=O)N3CCCC3)ccc2Cl)cc1	4%	5%	.	-9%	1.4%
CC(=O)Nc1nc2ccc(C(=O)NCCOC(=O)C3CCCCC3)cc2s1	-7%	43%	8%	12%	1.5%
COc1ccc(C)cc1NC(=O)CSc1nnc(-c2ccc(Br)cc2)o1	-8%	?	6%	?	1.2%
O=C(CSc1ccc(-c2ccccc2)nn1)NC1CCCC1	17%	60%	-4%	9%	1.1%
CS(=O)(=O)N(CC(O)Cn1c2ccccc2c2ccccc21)c1cccc2ccccc12 (centres undefined)	-10%	15%	-5%	9%	3.4%
Cc1cccc(OCC(=O)NCc2n[nH]c(=O)c3ccccc23)c1	-10%	-9%	4%	-9%	1.3%
Cc1cccc(N(CC(O)CN2CCCC2)S(=O)(=O)c2ccccc2)c1 (centres undefined)	12%	21%	4%	0%	0.5%
COC(=O)c1ccc(C)c(NC(=O)CN(c2cc(OC)ccc2OC)S(C)(=O)=O)c1	-16%	8%	4%	-5%	i

The whole of this part, from the start:
SMILES	influenza NS1A	M. tuberculosis	PhoP GFP inhibition	M. tuberculosis HTS	VEEV TC-83 Vero	others
CCc1cc(C(=O)c2ccc(C)cc2)c(NC(=O)CCl)s1	3%	?	-7%	?	9.5%
Cc1ccc(/C=N/c2sc(Cc3ccccc3)c(C)c2C(N)=O)o1	2%	-2%	-9%	-6%	1.1%
CC1Oc2ccccc2N(Cc2ccccc2Cl)C1=O (centres undefined)	-1%	16%	0%	7%	3.0%
CCOc1ccc(-c2nnn(CC(=O)NCc3ccc(F)cc3)n2)cc1OCC	-2%	9%	-18%	-11%	0.9%
CCN1CCN(c2ccc(S(=O)(=O)N3CCCCC3)cc2NC(=O)/C=C/c2ccc(OC(F)F)cc2)CC1	20%	54%	1%	?	i
COc1ccc(CNC(=O)OCc2nccnc2C(=O)Nc2ccc(Br)cn2)cc1	-4%	6%	-12%	13%	0.3%
NC(=S)Nc1ccc(Cl)c(Cl)c1	-2%	?	3%	?	2.4%
CN(C)S(=O)(=O)c1ccc(NC(=O)C2COc3ccccc3O2)cc1 (centres undefined)	9%	18%	11%	6%	0.4%
c1ccc2c(COn3nnc4ccccc43)cccc2c1	-2%	13%	2%	2%	i
N#C/C(=C\c1ccccc1)C(=O)N1CCN(c2ccccc2F)CC1	-3%	11%	7%	1%	0.5%
CCOc1cccc(NC(=O)CSc2nncn2N)c1	-4%	2%	-1%	0%	i
CN(C)/C=C(/C(=O)c1ccc(Cl)cc1)S(C)(=O)=O	-4%	-9%	-11%	-1%	0.5%
Cc1ccc(S(=O)(=O)N2CCOCC2)cc1NC(=O)CSc1ccccn1	-3%	16%	-2%	-4%	0.1%
O=C(NCCCc1ccccn1)C1CCC(=O)N(Cc2cccc(F)c2)C1 (centres undefined)	-1%	-16%	5%	-6%	0.9%
COc1ccc(C(=O)Nc2cc(S(=O)(=O)N3CCCC3)ccc2Cl)cc1	4%	5%	.	-9%	1.4%
CC(=O)Nc1nc2ccc(C(=O)NCCOC(=O)C3CCCCC3)cc2s1	-7%	43%	8%	12%	1.5%
COc1ccc(C)cc1NC(=O)CSc1nnc(-c2ccc(Br)cc2)o1	-8%	?	6%	?	1.2%
O=C(CSc1ccc(-c2ccccc2)nn1)NC1CCCC1	17%	60%	-4%	9%	1.1%
CS(=O)(=O)N(CC(O)Cn1c2ccccc2c2ccccc21)c1cccc2ccccc12 (centres undefined)	-10%	15%	-5%	9%	3.4%
Cc1cccc(OCC(=O)NCc2n[nH]c(=O)c3ccccc23)c1	-10%	-9%	4%	-9%	1.3%
Cc1cccc(N(CC(O)CN2CCCC2)S(=O)(=O)c2ccccc2)c1 (centres undefined)	12%	21%	4%	0%	0.5%
COC(=O)c1ccc(C)c(NC(=O)CN(c2cc(OC)ccc2OC)S(C)(=O)=O)c1	-16%	8%	4%	-5%	i
COc1cccc(Nc2ncccc2C(=O)Nc2ccccc2)c1	14%	8%	-4%	15%	7.1%
Cc1ccccc1NC(=O)C1=CC=CN2CCS(=O)(=O)N=C12	3%	-4%	.	-14%	i
Cc1cccc(N2CCN(S(C)(=O)=O)CC2)c1C	6%	-9%	-2%	-4%	1.8%

(continued)
SMILES	influenza NS1A	M. tuberculosis	PhoP GFP inhibition	M. tuberculosis HTS	VEEV TC-83 Vero	others
COc1ccc(C(=O)/C=C/Sc2nc3ccccc3o2)cc1	-2%	?	-9%	38µM*	?
CC(C)NC(=O)c1ccc2c(c1)N(Cc1ccccc1)C(=O)C(C)(C)O2	9%	1%	1%	6%	i
CCN(CC)c1ccc(NC(=O)c2cc3c(OC)cccc3[nH]2)cc1	10%	5%	10%	0%	3.1%
O=C(c1cccc(N2C(=O)C3C4C=CC(C4)C3C2=O)c1)N1CCCCCC1 (centres undefined)	-1%	1%	-5%	0%	5.7%
COc1ccc(OCCNC(=S)Nc2cccc3ccccc23)cc1	3%	73%	-12%	2%	i
CCOC(=O)c1cc2c(=O)n3ccccc3nc2n(CCOC)c1=NC(=O)C(C)(C)C	-6%	-1%	-4%	11%	1.0%
C#CC[N+](C)(C)CCN1C(=O)C2C(c3ccccc3)C=CC(c3ccccc3)C2C1=O (centres undefined)	-4%	-18%	4%	-13%	0.6%
CN(c1ccccc1)C(c1ccc(F)cc1)c1nnnn1C1CCCC1 (centres undefined)	-7%	18%	-5%	0%	i
Cc1ccc(C=Nc2ccccc2C#N)s1	10%	-18%	-1%	-2%	0.4%
Nc1cc(C(=O)O)ccc1Nc1ccccc1	3%	36%	-9%	-1%	0.7%
CNC(=O)NC(=O)C(OC(=O)c1cccc(S(=O)(=O)N2CCCCC2)c1)c1ccccc1 (centres undefined)	0%	-9%	-8%	7%	1.8%
CCNC(=S)Nc1cc(OCC)c(NC(=O)c2ccco2)cc1OCC	3%	?	-8%	1%	i
CCOC(=O)N1CCC(Nc2c(NCCCN(CC)CC)c(=O)c2=O)CC1	-4%	.	.	1%	1.2%
O=C(O)C1C2C=CC(CC2)C1C(=O)O (centres undefined)	15%	1%	5%	5%	0.6%
COc1ccc(NC(=O)c2c(C)nn(-c3ccccc3)c2Cl)cc1	2%	31%	-7%	-1%	8.0%
OC(CNCc1ccc(Cl)cc1)COc1ccccc1 (centres undefined)	0%	41%	11%	-1%	1.0%
C=CCn1c(SCc2nc3scc(-c4ccccc4)c3c(=O)[nH]2)nnc1-c1ccccc1F	6%	55%	-2%	5%	0.3%
COC(=O)NCC(c1ccco1)N1CCN(c2ccc(OC)cc2)CC1 (centres undefined)	-1%	-4%	-17%	-9%	1.2%
Nc1nc2ccccc2n1CCN1CCCC1	1%	-6%	-4%	-2%	1.5%
O=C(COC(=O)c1ccco1)Nc1ccccc1	-18%	4%	-4%	0%	1.5%
CN(C(=O)/C=C/c1ccco1)c1ccccc1C(=O)O	-16%	-9%	5%	-6%	i
CCN(C(=O)Cn1c(=O)n2nc(CCn3nc(C)cc3C)nc2c2ccccc21)c1cccc(C)c1	1%	35%	-4%	-1%	2.3%	VEEV TC-83 Vero 10K pilot screen=4.8
CCC1=NN2C(=N)/C(=C\c3cccn3-c3ccc(OC)cc3)C(=O)N=C2S1	-4%	65%	-17%	-2%	4.8%
O=C(CN1CCN(S(=O)(=O)N2CCOCC2)CC1)Nc1ccc(Cl)c(Cl)c1	0%	9%	5%	7%	1.3%
COc1ccc2cc(C(=O)C3CCCN(C(=O)c4cc(=O)n(C)c(=O)n4C)C3)ccc2c1 (centres undefined)	-12%	4%	-3%	-5%	0.4%

More structures follow:
SMILES	influenza NS1A	M. tuberculosis	PhoP GFP inhibition	M. tuberculosis HTS	VEEV TC-83 Vero	others
CCc1ccc(OCCCC(=O)Nc2ccc(N3CCCCC3)cc2)cc1	12%	.	-29%	-1%	i
COc1ccc2[nH]c3c(c2c1)CCN1C(=O)C(CC(=O)NCCCn2ccnc2)C[C@H](C(=O)N2CCCCC2)[C@@]31C (some centres undefined)	-4%	.	.	.	3.8%
CN(C)S(=O)(=O)c1cccc(NC(=O)/C=C/c2ccc(S(=O)(=O)N3CCOCC3)cc2)c1	-8%	23%	.	6%	8.9%
COc1ccc(C(=O)N(C)C2(C)CCS(=O)(=O)C2)cc1OC (centres undefined)	1%	-11%	-8%	-4%	2.1%
COc1ccccc1NC(=O)CSc1nnnn1-c1ccc2c(c1)OCO2	-3%	43%	-2%	1%	1.2%
CCC(=O)Nc1c(-c2cccs2)c(=O)c2ccccc2n1C	10%	3%	3%	7%	6.9%
O=C(c1cccs1)c1cn(Cc2ccccc2Cl)c2ccccc12	1%	5%	-6%	1%	i
Cn1c(-c2ccccc2)cnc1NCc1ccccc1	0%	68%	11%	3%	i
CCCCn1c(N)c(N(Cc2ccccc2OC)C(=O)CCC(C)C)c(=O)[nH]c1=O	-9%	28%	-9%	3%	3.8%
Cc1cc(NS(=O)(=O)c2ccc(NC(=S)NC(=O)c3cccnc3)cc2)no1	6%	57%	30%	6%	0.3%	VEEV TC-83 Vero 10K pilot screen=0.6
O=C(C1=C(O)C(=O)N(Cc2ccco2)C1c1cccc(Cl)c1)c1ccco1 (centres undefined)	11%	28%	-7%	-5%	i
CC(C)N(C(=S)Nc1cccnc1)c1ccccc1	-13%	0%	-5%	6%	i
Cc1nn(C)c(C)c1CS(=O)(=O)c1ccccc1	-1%	1%	2%	4%	0.3%
CC(=O)c1cccc(NC(=O)NC2CC3CCCC(C2)N3CC(C)C)c1 (centres undefined)	2%	0%	-1%	-5%	1.2%	VEEV TC-83 Vero 10K pilot screen=1.6
CC(C)Oc1c(Br)cc(Br)cc1/C=N/NC(N)=S	6%	?	-3%	3%	2.1%	VEEV TC-83 Vero 10K pilot screen=0.6
O=C(NCc1cccnc1)C(=O)NCC1OCCCN1S(=O)(=O)c1ccc(Cl)cc1 (centres undefined)	-2%	-1%	-4%	-6%	i
CCOc1ccc(OCc2ccc(C(=O)Nc3cccc(C)n3)o2)cc1	-14%	?	-13%	?	i
Cc1ccc(N2C(=O)NC(=O)/C(=C\c3cccn3C(C)(C)C)C2=O)cc1	5%	-16%	-6%	4%	2.9%
CCc1cc2c3c(c(=O)oc2cc1O)CCCC3	7%	7%	-11%	-10%	3.8%

Reprinted from the results shown (two entries):
SMILES	influenza NS1A	M. tuberculosis	PhoP GFP inhibition	M. tuberculosis HTS	VEEV TC-83 Vero	others
CC(=O)c1cccc(NC(=O)NC2CC3CCCC(C2)N3CC(C)C)c1 (centres undefined)	2%	0%	-1%	-5%	1.2%	VEEV TC-83 Vero 10K pilot screen=1.6
CC(C)Oc1c(Br)cc(Br)cc1/C=N/NC(N)=S	6%	?	-3%	3%	2.1%	VEEV TC-83 Vero 10K pilot screen=0.6
